# Source: PubChem BioAssay (Vanderbilt High Throughput Screening Facility)
# Cav32 inh: blocks human Cav3.2 T-type calcium channel. B-score at 10 µM. O95180. 4% of 100,000 active. Cav3.2-expressing cells, Fluo-4 calcium fluorescence FDSS; stronger effect = lower value. AID 449739;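 active = single-dose well whose peak fluorescence ratio is a statistical outlier from its plate by either plate-standardised score or position-corrected B-score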
# * = called active by the depositor; & = joins results of further samples. A portion of the library; rates above refer to the full screens.
SMILES,Cav32 inh
COC(=O)C1=CO[C@@H](C)[C@@H]2CN(CCc3c[nH]c4ccccc34)CC[C@H]12,-0.14
Cc1cc(/C=C2\C(=O)NC(=O)N(C)C2=O)c(C)n1-c1ccc2c(c1)OCO2,-0.12
O=c1c2ccccc2nc(-c2ccoc2)n1-c1ccccc1Cl,-0.063
Cn1cccc1CNCCc1ccccc1F,-0.21
Oc1ccc2c3c1O[C@H]1c4[nH]c5ccccc5c4C[C@@]4(O)C(C2)N(CC2CC2)CC[C@]314,-1.3
CC(=O)[C@H]1CC[C@H]2[C@@H]3CC[C@H]4C[C@H](O)CC[C@]4(C)[C@H]3C(=O)C[C@]12C,-1.4
Cn1c(O)c(C=NCCc2c[nH]c3ccccc23)c(=O)n(C)c1=O,1.5
CC(=Nc1ccc2c(c1)CCC2)c1c(O)n(C)c(=O)n(C)c1=O,-0.91
CCCC(=O)c1c(O)[nH]c(=O)[nH]c1=O,0.38
CCCN1CC(C)C(OC(C)=O)(c2ccccc2)CC1C (stereo not drawn),0.32
Cc1nn(C)c(C)c1P(=S)(c1c(C)nn(C)c1C)N(C)C,0.2
O=C(Nc1ccccc1)c1c(O)[nH]c(=O)[nH]c1=O,-0.093
O=C(CCCC1=NS(=O)(=O)c2ccccc2N1)N1CCC2(CC1)OCCO2,0.5
CC(C)Sc1nnc([C@@H](N)Cc2c[nH]c3ccccc23)o1,0.21
CN1CC(C(=O)c2ccccc2)C(C(=O)c2ccccc2)C1 (stereo not drawn),0.58
CCOC(=O)C1=C(N)OC2=C(C(=O)CC(C)(C)C2)C12C(=O)Nc1ccccc12 (stereo not drawn),0.11
CC(=NCc1cccnc1)c1c(O)n(Cc2ccccc2)c(=O)[nH]c1=O,0.51
CCn1c(C)c(C(=O)O)c2cc(OC)ccc21,-0.69
CCC(=O)CC(c1ccc([N+](=O)[O-])cc1)c1c(O)c2ccccc2oc1=O (stereo not drawn),0.11
CN1C(=O)C(C2c3ccccc3C(=O)N2Cc2ccc([N+](=O)[O-])cc2)C(=O)N(C)C1=O (stereo not drawn),0.96
CCOC(=O)c1c(-c2ccc(OC)cc2)oc2ccc(OC(=O)N(C)C)cc12,-1.1
COc1ccccc1N1C(=O)NC(=O)C2(Cc3cc(C)ccc3N(C)C2)C1=O (stereo not drawn),-0.42
CN(C)CC#CCOCCOCCC#N,0.01
C/C(CCc1c[nH]c2ccccc12)=N\O,0.0069
FC(F)(F)c1ccc2c(c1)N(CCCN1CCN(CCCl)CC1)c1ccccc1S2,-0.77

# Other structures follow:
SMILES,Cav32 inh
C=CCn1c(O)c(C(C)=NCCN2CCCCC2)c(=O)[nH]c1=O,0.34
Cc1nc2c(c(C)nn2-c2ccccc2)c(C)c1CCC(=O)N1CCC2(CC1)OCCO2,1.1
CC1CN(c2ccc([N+](=O)[O-])c3cccnc23)CC(C)N1 (stereo not drawn),0.045
Cc1nc2c(-c3ccccc3)c(C)nn2c(C)c1CCC(=O)N1CCC2(CC1)OCCO2,-0.3
C=CCOc1ccc(CC2C(=O)N(C)C(=O)N(C)C2=O)cc1,1.8
CCOC(=O)C(=O)NC1CCSC1=O (stereo not drawn),0.014
CCOC(=O)c1ccc(NC(=O)C2C3C=CC(O3)C2C(=O)O)cc1 (stereo not drawn),0.27
CCC(C)C12CN3CCN(CC(C)(C3)C1=O)C2 (stereo not drawn),1.2
CP(C)(=O)CCC(=O)O,-0.37
CN(C)CCN=Cc1c(O)n(CCC2=CCCCC2)c(=O)[nH]c1=O,1
COc1cccc(CN2CCCCC2c2cccnc2)c1 (stereo not drawn),0.26
CC(C)[C@@]1(NC(=O)[C@@H]2C[C@@H]3c4cccc5[nH]cc(c45)C[C@H]3N(C)C2)O[C@@]2(O)[C@@H]3CCCN3C(=O)[C@H](Cc3ccccc3)N2C1=O,-5.4*
O=c1[nH]c(=O)n(Cc2ccccc2)c(O)c1C=NCCCn1ccnc1,-0.0021
N[C@@H](Cc1c[nH]c2ccccc12)c1nnc(SCc2ccccc2F)o1,-1.3
C=C1N2CCC(CC2)C1(O)c1ccc(C)c(C)c1 (stereo not drawn),-0.031
COCCOC(=O)C1=C(C)OC(N)=C(C(=O)OC)C12C(=O)Nc1ccccc12 (stereo not drawn),-0.081
COC(=O)C1=C(c2cccc(OC)c2OC)C[C@@H]2CC[C@H]1N2C(=O)N1CCC(C)CC1,-0.18
COc1ccc(CC2c3cc(OC)c(OC)cc3CCN2C)cc1OC (stereo not drawn),1.2
Cc1cccc(C)c1NC1=NCCCCS1,0.62
CC1=C(C/C(C)=C/c2ccccc2)/C(=C/CO)[C@@H]2OC(=O)O[C@]2(C)C12CC2,-0.34
CC(=O)OC1N=C(c2ccc(Cl)cc2)c2cc(Br)ccc2NC1=O (stereo not drawn),-2.5
O=C1c2ccccc2C(=O)N1Cc1nc2ccccc2c(=O)n1-c1cccnc1,1.1
CC(=O)OC1(c2ccccc2)CCN(C)C(C)C1C (stereo not drawn),-0.083
CN(C)CCN=Cc1c(O)n(-c2cccc3ccccc23)c(=O)[nH]c1=O,-0.047
O=C(Oc1c(Cl)cc(Cl)c2ccccc12)N1CCCCC1,0.017

# Going on with the list:
SMILES,Cav32 inh
CC1(C)CC(=O)C(C=NCCN2CCN(C(=O)Cc3ccc(Cl)cc3)CC2)=C(O)C1,0.8
COC/C=C1\CN2C3C[C@@H]1[C@H]1COC4=Nc5cc(OC)c(OC)c(OC)c5[C@@]43C[C@@H]12,0.68
Cc1ccccc1-n1c(O)c(C=NCCN2CCOCC2)c(=O)[nH]c1=O,-0.09
CCCCn1c(O)c(C(C)=NCC2CCCO2)c(=O)[nH]c1=O (stereo not drawn),0.95
O=C1NC(=O)C2(Cc3ccccc3N3CCOCC32)C(=O)N1c1ccccc1 (stereo not drawn),0.1
O=c1[nH]c(=O)n(-c2cccc(Cl)c2)c(O)c1C=NCCCN1CCOCC1,0.83
CCN(CC)c1ccc(N=Cc2c(O)n(CCC3=CCCCC3)c(=O)[nH]c2=O)cc1,-5.6*
O=C(c1ccncc1)C12CN3CN(CN(C3)C1)C2,-0.16
COc1ccc(OC)c(CC(=O)O)c1,0.12
CCCCNc1ccncc1S(=O)(=O)NC(=O)NC(C)C,0.69
CCC(=O)c1c(O)n(C2CCCCCC2)c(=O)[nH]c1=O,-2.1
COc1ccc(CCn2c(O)c(C=NCc3cccnc3)c(=O)[nH]c2=O)cc1OC,0.72
CC(=O)NC(C)Cc1ccccc1 (stereo not drawn),0.45
O=C(CF)NC(Nc1cccc2cccnc12)C(Cl)(Cl)Cl (stereo not drawn),-0.52
OCCN(CC#CC(O)(c1ccccc1)C1CCCC1)CCO (stereo not drawn),-0.18
COC(=O)[C@@H]1C[C@]2(C(=O)O)c3ccccc3N(OOSc3ccccc3)[C@@H]2N1C(=O)OC,0.73
Cn1c(O)c(C=NCc2cccs2)c(=O)n(C)c1=O,-1.2
COC(=O)C1=C(c2ccc(S(C)(=O)=O)cc2)C[C@@H]2CC[C@H]1N2C(=O)NCc1ccco1,1.2
O=C(c1ccco1)c1cn(Cc2ccc(Cl)cc2)c2ccccc12,-2.8
CC(=O)c1ccc2c(c1)C1C(Cl)C(Sc3ccccc3[N+](=O)[O-])CC1C(c1ccccc1)N2 (stereo not drawn),-0.5
COc1ccc(-c2nc3ccccc3n2OC(=O)N(C)C)cc1,1.2
CCOc1ccccc1-n1c(O)c(C=Nc2c(C)n(C)n(-c3ccccc3)c2=O)c(=O)[nH]c1=O,1.9
CCn1cc(C(=O)c2ccccc2)c2ccccc21,-0.052
O=C(Nc1ccc(Cl)cc1C(=O)c1ccccc1)c1ccc(Br)o1,0.2
CC(=O)C1C2c3ccccc3OC1(C)N=c1s/c(=C/c3cn(C)nc3C)c(=O)n12 (stereo not drawn),1.7

# Additional results.
SMILES,Cav32 inh
CCc1nnc(NC(=O)CCc2nc(C3=CCN(C)CC3)no2)s1,-0.25
Cc1cc(NC(=O)COC(=O)c2c(C)nn(Cc3ccccc3Cl)c2C)no1,-0.18
COc1cc2c(cc1OC)C(C(=O)N1CCC3(CC1)OCCO3)C(c1ccccc1F)N(C)C2=O (stereo not drawn),0.33
O=c1cccc2n1CC1CC2CN(C(c2ccccc2)c2sc3ncnn3c2O)C1 (stereo not drawn),0.18
CC[C@H]1CN2CC[C@@]3(C(=O)Nc4ccccc43)[C@@H]2C[C@@H]1/C(=C\OC)C(=O)OC,0.058
O=C(CNC(=O)OCc1ccccc1)Nc1ccc(Br)cc1C(=O)c1ccccc1,-5.9*
CCOC(=O)N1CCN(C(C)C(=O)c2c[nH]c3ccccc23)CC1 (stereo not drawn),0.44
COc1ccc2c(c1)c(C(=O)CN1CCC3(CC1)OCCO3)c(C)n2Cc1ccccc1,-1.7
CN=C1CN(O)C(c2ccccc2)=c2cc(Cl)ccc2=N1,-1.5
CCC(C)C1N=C(c2ccccc2)c2cc(Cl)ccc2N(CC(=O)NCc2ccco2)C1=O (stereo not drawn),0.63
Fc1ccccc1N1CCN(Cc2ccc3c(c2)OCO3)CC1,-0.041
CC(C(=O)c1cn(C)c2ccccc12)c1ccccc1 (stereo not drawn),-0.92
NC(=O)CSc1nnc([C@@H](N)Cc2c[nH]c3ccccc23)o1,-0.062
CC(C)(O)[C@H]1O[C@H]2CC[C@@]3(C)[C@@](O)(CC[C@H]4Cc5c([nH]c6ccccc56)[C@@]43C)C2=CC1=O,-2.2
CN1C(=O)C(=Cc2ccc(N3CCCCC3)o2)C(=O)N(C)C1=S,-6.7*
O=C(c1ccc2c(c1)OCO2)N1CCC2(CC1)OCCO2,-1.1
CC12CCCCC1N(O)CN2O (stereo not drawn),0.78
C#CCN(C)[C@H](C)Cc1ccccc1,-1.8
N#Cc1cc(F)c(N2CCNCC2)cc1Cl,0.25
CCOP(=O)(OCC)C(c1ccccc1)N(C)C=O (stereo not drawn),0.73
c1ccc2c(CCNCc3ccc4c(c3)OCO4)c[nH]c2c1,-0.076
CC[C@H]1CN(C)CCc2c([nH]c3ccccc23)C(=O)C[C@@H]1/C(=C\OC)C(=O)OC,-1.4
CN1CC[C@]2(c3cccc(O)c3)Cc3nc4ccccc4cc3C[C@H]2C1,-0.72
CCCCn1c(O)c(C(C)=NCCN2CCOCC2)c(=O)[nH]c1=O,1.1
CCCCSC1=NN1c1nc(N)nc(C)c1CC,1.4

# Other entries follow:
SMILES,Cav32 inh
O=c1[nH]c(=S)n(CCC2=CCCCC2)c(O)c1C=NC1CCN(Cc2ccccc2)CC1,-0.89
COC(=O)C1=C(c2ccccc2)C[C@@H]2CC[C@H]1N2C(=O)N1CCCCC1,0.36
COc1cc(OC)c(OC)cc1CNC(C)C(O)c1ccccc1 (stereo not drawn),0.69
CC(O)(CS(=O)(=O)c1cccc(C(F)(F)F)c1)C(=O)Nc1cccc(C(F)(F)F)c1 (stereo not drawn),-1.4
COc1ccccc1N1CCN(Cc2ccc(Cl)cc2Cl)CC1,-0.09
O=C(c1sc2ccccc2c1Cl)N1CCC2(CC1)OCCO2,-3.3
CCCCc1nc2ccccc2c(=O)n1-c1ccccc1O,-1.4
C[C@]12CC[C@@H](O)C[C@@H]1CC[C@@H]1[C@@H]2CC[C@]2(C)[C@@H](O)CC[C@@H]12,0.0042
Cc1ccc(NC(=O)CN2C(=O)CN=C(c3ccccc3)c3cc(Cl)ccc32)cc1,-6.7*
CCC1(CC)C(=O)N(Cc2ccccc2)C(=O)N(Cc2ccccc2)C1=O,-2
C=Cn1ccnc1P(=S)(c1cc(N(CC)CC)ns1)c1nccn1C=C,0.092
O=C1C2CCCN2C(c2cccnc2)N1c1ccc(Cl)cc1 (stereo not drawn),0.44
O=C(O)[C@@H]1C[C@H]1[C@@H](NP(=O)(c1ccccc1)c1ccccc1)c1ccccc1,0.85
CN(CCCCC(=O)/C=N/O)Cc1ccccc1 (tested in a mixture with another compound),0.48
CCCCC1(CCCC)C(=O)NC(=Nc2cccc(C)c2)NC1=O,-0.97
CCN(CC)CCN=Cc1c(O)n(C2CCCCCC2)c(=O)[nH]c1=O,-0.29
O=C1NCN(c2ccccc2)C12CCNCC2,0.11
CCCCCCCCCOc1ccc2[nH]cc(CCN)c2c1,-2.8
CC(=NCCN1CCCCC1)c1c(O)n(Cc2ccccc2)c(=O)[nH]c1=O,0.56
COc1ccc(CCN(C)Cc2ccncc2)cc1OC,0.76
COCc1c(CN)cnc(C)c1N,1
CC(NC(C)(C)C)C(=O)c1cccc(Cl)c1 (stereo not drawn),0.48&0.73
CCOC(=O)N(CC)c1ccc(C(O)(C(=O)OC)C(F)(F)F)cc1 (stereo not drawn),0.12
Cc1cccc(-n2c(CN3C(=O)c4ccccc4C3=O)nc3ccccc3c2=O)n1,-0.41
C=C1C[C@]2(O)[C@@]3(C)CCC(=O)C(C)(C)C3=C(O)C(=O)[C@@]2(C)[C@@H]2C(=O)O[C@@](C)(C(=O)OC)C(=O)[C@@]12C,-0.6
O=c1[nH]c(O)c(C=NC2CCN(Cc3ccccc3)CC2)c(=O)[nH]1,0.0036
COc1ccc(-n2c(SC)nc3ccccc3c2=O)cc1,-0.72
COc1ccc(C[C@H]2NC[C@H](O)[C@H]2OC(C)=O)cc1,0.88
Cc1ccc(C(=O)C2CN3CCC2CC3)cc1 (stereo not drawn),-0.15
